Assay outcomes (PubChem)
K1F lysis inhibition: protection from phage-mediated lysis, alamar blue read-out – E. coli UTI89, K1F phage, bacterial capsule biogenesis inhibitors (AID 488966). E. coli UTI89 K1F phage lysis, alamar blue, 2 h; higher % means a stronger effect. inhibition, % at 100 µM; hits with a dose series show IC50 in µM. actives 0.02% (n = 340,000);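 active = phage lysis inhibition, versus mean bacterial control, above a set limit; inconclusive = no clear call, values can overlap the other calls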;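 also: capsule biogenesis inhibitors block K1F phage lysis so surviving cells raise fluorescence; higher fluorescence means more inhibition of phage lysis; actives were called in the ten point dose series up to 300 µM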
Siah-1 displacement: blockers of Siah-1 interaction with plectin peptide – biochemical, fluorescence polarization, rhodamine-plectin, uHTS, primary screen (AID 1817); Siah-1 / rhodamine-plectin peptide fluorescence polarization; higher % means a stronger effect; one-dose displacement, % at 20 µM; IC50 in µM for titrated hits; actives 0.02% (n = 290,000);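 active = displacement of at least 50% at 20 µM, with a fluorescence ratio check between 0.3 and a set limit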;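 also: plate controls were Siah plus tracer with DMSO for no effect and tracer alone without Siah for full effect; strong numbers were not always called active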
RSV CPE inhibition: inhibition of RSV-induced cytopathic effect – HEp-2 cells, primary 10 µM value included (AID 2391). HEp-2 cells, RSV-induced CPE inhibition; higher % means a stronger effect. CPE inhibition, % at 10 µM, or IC50 in µM where a hit was titrated. actives 0.13% (n = 310,000); in the data active = a potency from the dose series; inconclusive = CPE inhibition mostly from about 23% at the one dose, without a potency; inactive = the rest, 99 in 100 with CPE inhibition below about 21%; also: strong numbers were not always called active
NTR1 agonist: agonists of NTR1, primary screen, imaging, U2OS cells, beta-arrestin-GFP, high content (AID 493036); NTR1-U2OS beta-arrestin-GFP spot imaging, agonist mode; activation, % at 20 µM; actives 0.17% (n = 330,000); P30989;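 active = activation at or above 40% of the spot to cytoplasm intensity ratio, with at least 20 cells analyzed; inconclusive = wells under 20 cells, flagged as cytotoxic or low count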;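 also: 0% = DMSO without peptide and 100% = 100 nM NTR1 peptide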
Target sequence (P30989 whole entry, looked up): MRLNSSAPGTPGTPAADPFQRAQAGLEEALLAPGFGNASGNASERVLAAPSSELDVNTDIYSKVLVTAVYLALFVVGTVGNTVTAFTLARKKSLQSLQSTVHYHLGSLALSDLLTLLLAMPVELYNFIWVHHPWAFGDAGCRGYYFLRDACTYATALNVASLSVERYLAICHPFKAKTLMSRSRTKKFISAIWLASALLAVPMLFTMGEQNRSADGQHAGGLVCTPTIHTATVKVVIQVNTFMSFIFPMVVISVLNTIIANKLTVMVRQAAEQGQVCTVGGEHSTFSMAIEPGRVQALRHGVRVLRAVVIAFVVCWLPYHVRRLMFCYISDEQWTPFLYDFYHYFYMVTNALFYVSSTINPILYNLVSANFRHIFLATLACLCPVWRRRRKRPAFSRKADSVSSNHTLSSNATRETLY
Large T inhibition: TAg ATPase/helicase activity blockers – biochemical (AID 1903). SV40 large T antigen ATPase/helicase inhibition assay; higher % means a stronger effect. inhibition, % at 20 µM, or IC50 in µM where a hit was titrated. actives 0.39% (n = 310,000); in the data active = a potency from the dose series; inconclusive = inhibition mostly from about 32% at the one dose, without a potency; inactive = the rest, 99 in 100 with inhibition below about 32%; also: strong numbers were not always called active
AID2073: disruptors of CaV2.2 binding to Mint1 – biochemical, HTRF (AID 2073). HTRF protein-protein interaction, Mint1-CaV2.2; higher % means a stronger effect. actives 0.19% (n = 290,000). inhibition, % at 20 µM, or IC50 in µM where a hit was titrated; in the data active = inhibition mostly above about 51%, no sharp cut-off; inconclusive = no clear call, values can overlap the other calls; inactive = mostly below about 53%; also: some results filed as inactive read as strong as hits
NS5 inhibitors: flavivirus cap methylation enzyme inhibition – biochemical, confirmation dose response, primary screen (AID 588689) | one-dose inhibition, % at 25 µM; IC50 in µM for titrated hits | actives 0.3% (n = 340,000) | Dengue-2 NS5 methyltransferase capping enzyme assay, biochemical; higher % means a stronger effect; in the data active = a potency from the dose series; inconclusive = inhibition above about 29% without an active follow-up result
MgcRacGAP inhibition: MgcRacGAP GTPase-activating activity inhibitors, confirmation, biochemical, ADP Hunter fluorescence; actives 0.6% (n = 340,000); MgcRacGAP-stimulated Rac1 GTP hydrolysis, ADP Hunter fluorescence; higher % means a stronger effect; GST-tagged Rac1 F28L mutant substrate; inhibition, % at 30 µM; hits with a dose series show IC50 in µM;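 active = first-screen hits whose inhibition reached a set limit at any dose in the follow-up dose series; inconclusive = inhibition above the set first-screen limit but never retested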;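 also: fluorescence reports GDP produced by GAP-driven GTP hydrolysis; strong numbers were not always called active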
West Nile virus CPE: West Nile virus antiviral activity, cell-based, CPE readout (AID 1621); actives 0.02% (n = 290,000); West Nile virus-infected cells, CPE inhibition; higher % means a stronger effect; CPE inhibition, % at 10 µM; hits with a dose series show IC50 in µM; in the data active = a potency from the dose series; inconclusive = CPE inhibition mostly from about 3.7% at the one dose, without a potency; inactive = the rest, 99 in 100 with CPE inhibition below about 2.2%; also: strong numbers were not always called active
NTR1 agonist cell count 20 µM: second read-out of NTR1 agonist, no call of its own (marks repeat the call); cell count; measured here: cell count, cytotoxicity flag
NS5 inhibitors pilot replicate: second read-out of NS5 inhibitors, no call of its own (marks repeat the call); inhibition, %; measured here: pilot screen replicate inhibition
Starred values were filed as active, the others as inactive; ? = inconclusive; / = not tested or not shown; [ ] = remark or other dose.

SMILES | K1F lysis inhibition | Siah-1 displacement | RSV CPE inhibition | NTR1 agonist | NTR1 agonist cell count 20 µM | Large T inhibition | AID2073 | NS5 inhibitors | MgcRacGAP inhibition | West Nile virus CPE | others
CC(=O)Nc1nnc(SCC(=O)N2CCN(Cc3ccccc3)CC2)s1 | 0.1% | 1% | 1.8% | -0.5 | 84 | 10% | -5% | -6% | 7% | 0.1%
O=C(O)c1ccc2c3c(cccc13)C(=O)N(c1cccc3ccccc13)C2=O | 1.1% | -5% | 1.9% | 0.3 | 25 | 24% | -2% | -3% | 4% | 0.1%
CCCCNC(=O)CCSc1nc2nc(C)cc(C)n2n1 | 0.6% | 3% | 0.2% | -1.9 | 65 | 2% | 5% | 9% | 13% | 1.1%
CN(Cc1nc2ccccc2[nH]1)C(=O)C1CCC(=O)N(CCc2cccc(F)c2)C1 (stereo unspecified) | 1.9%[50 µM] | 1% | 2.3% | 0.3 | 62 | 6% | 11% | 1% | 5% | -0.5%
CCOc1cc(CNc2ccc(Br)cc2)cc(Br)c1OCC(=O)NC(C)(C)C | 0.1% | 5% | 4.0% | 4.0 | 51 | -1% | -2% | -1% | -3% | 2.2%
O=C(/C=C/c1ccco1)c1ccccc1O | -0.8% | 8% | 2.7% | -1.4 | 44 | 17% | -15% | -1% | 9% | 0.3%
O=C(Cn1c(=O)n(-c2ccc(F)cc2)c(=O)c2sccc21)N1CCCC1 | -0.3% | 3% | / | 0.4 | 50 | 4% | -2% | -5% | 2% | -0.1%
CC1=CC(C)(C)N(C(=O)CSc2nccn2C)c2cc(C)ccc21 | 0.1% | 6% | 1.0% | 1.8 | 44 | / | 2% | 1% | 10% | -0.6%
N/C(Cc1ccc([N+](=O)[O-])cc1)=N\OC(=O)C1CCCCC1 | 0.1% | -5% | 2.0% | -0.6 | 67 | 4% | 5% | -4% | 5% | -0.8%
CCn1c(SCC(=O)c2ccc3c(c2)OCCO3)nnc1-c1ccco1 | 0.7% | 4% | 0.6% | -0.7 | 53 | 11% | 4% | -4% | 11% | -0.5%
COc1ccc2oc(C(=O)OC/C(O)=C(\C#N)c3nc4ccccc4[nH]3)c(C)c2c1 | 0.2% | -4% | 3.6% | 4.3 | 67 | 13% | 3% | -11% | 15% | 0.1%
CCC(C)(C)C1CCC2(CC1)NC(=O)N(CC(=O)NCCc1c[nH]c3ccccc13)C2=O (stereo unspecified) | 0.5%[50 µM] | / | 0.7% | 10 | 104 | / | / | -1% | 0% | /
CC(C)=CCC/C(C)=C/CC(C)(C)CNCCN1CCNCC1 | / | 4% | -1.4% | -1.4 | 70 | 5% | -14% | / | / | -1.6%
O=C(NN1CCOCC1)c1ccc(S(=O)(=O)N2CCCCC2)cc1 | 0.4% | 2% | 3.8% | -1.0 | 64 | 0% | -8% | 0% | 1% | 0.5%
CCOc1ccc(CCN2C(=O)C(=O)N([C@H](CCCN(C)Cc3ccccc3)CNCc3ccccc3)C[C@@H]2C(C)C)cc1 | / | -5% | / | 1.6 | 68 | / | 0% | / | / | 0.3%
Cc1cc2cc(CN(Cc3nnnn3C3CCCCC3)CC3CCCO3)c(=O)[nH]c2cc1C (stereo unspecified) | -0.2% | -1% | 3.0% | 1.5 | 48 | 2% | 7% | -1% | 9% | -0.2%
COC(=O)C1CCN(C(=O)COC(=O)c2oc3ccccc3c2C)CC1 | 1.9%[50 µM] | / | 1.8% | -0.4 | 73 | 13% | / | -5% | 0% | /
CN(CC(=O)Nc1cccc(F)c1)CC(=O)N1CCc2ccccc21 | 0.1%[50 µM] | / | 4.7% | -1.7 | 63 | / | / | -5% | 2% | /
Cc1cc(C)c(S(=O)(=O)Nc2cccc(/C=C/C(=O)O)c2)c(C)c1 | 4.8%[50 µM] | 0% | 5.0% | 0.9 | 70 | 17% | 5% | 1% | 8% | -0.1%
COC(C[C@@H]1O[C@@H]1C(=O)[C@H](C)OCc1ccccc1)OC | 0.3% | / | 0.5% | -1.1 | 94 | -7% | / | -6% | 12% | -0.1%
Oc1[nH]c(N=C2N=c3ccccc3=N2)c2ccccc12 | 0.1% | 0% | 11% | / | / | 7% | 11% | 9% | 5% | -0.9%
Cc1ccc(S(=O)(=O)/N=C2\C(=O)c3ccccc3C([O-])=C2n2cc[n+](CCC(C)C)c2)cc1 | -0.3% | 3% | -1.4% | 2.1 | 58 | 2% | -11% | -1% | 0% | -0.7%
COc1ccc(S(=O)(=O)N2CCCC(C(=O)NC3CCCCC3)C2)cc1 (stereo unspecified) | -1.4% | 1% | 0.5% | -0.7 | 75 | 12% | -2% | -4% | 6% | -0.9%
CC(=O)c1cccc(NS(=O)(=O)c2cc(OCC(N)=O)c(C)cc2Cl)c1 | 0.3% | 6% | 0.7% | -0.1 | 78 | 17% | 7% | 2% | 10% | -0.4% | NS5 inhibitors pilot replicate=-4.8
O=C(NCC1COc2ccccc2O1)C1CCN(S(=O)(=O)c2ccc(Cl)cc2)CC1 (stereo unspecified) | -0.1%[50 µM] | / | 2.0% | 1.3 | 44 | / | / | 1% | 4% | /

Compounds listed so far with a furan ring, fused or not:
SMILES | K1F lysis inhibition | Siah-1 displacement | RSV CPE inhibition | NTR1 agonist | NTR1 agonist cell count 20 µM | Large T inhibition | AID2073 | NS5 inhibitors | MgcRacGAP inhibition | West Nile virus CPE | others
O=C(/C=C/c1ccco1)c1ccccc1O | -0.8% | 8% | 2.7% | -1.4 | 44 | 17% | -15% | -1% | 9% | 0.3%
CCn1c(SCC(=O)c2ccc3c(c2)OCCO3)nnc1-c1ccco1 | 0.7% | 4% | 0.6% | -0.7 | 53 | 11% | 4% | -4% | 11% | -0.5%
COc1ccc2oc(C(=O)OC/C(O)=C(\C#N)c3nc4ccccc4[nH]3)c(C)c2c1 | 0.2% | -4% | 3.6% | 4.3 | 67 | 13% | 3% | -11% | 15% | 0.1%
COC(=O)C1CCN(C(=O)COC(=O)c2oc3ccccc3c2C)CC1 | 1.9%[50 µM] | / | 1.8% | -0.4 | 73 | 13% | / | -5% | 0% | /

Following part:
SMILES | K1F lysis inhibition | Siah-1 displacement | RSV CPE inhibition | NTR1 agonist | NTR1 agonist cell count 20 µM | Large T inhibition | AID2073 | NS5 inhibitors | MgcRacGAP inhibition | West Nile virus CPE | others
COc1ccc(C(C)(C)C)cc1NC(=O)Nc1ccc2c(c1)OCO2 | 0.7% | 7% | ? | 14 | 81 | -3% | -2% | -3% | 7% | /
O=C(Nc1ccccc1NC(=O)NC1CCCCC1)NC1CCCCC1 | 2.8% | -3% | -0.9% | 2.2 | 94 | 7% | -5% | -6% | 4% | -0.6%
CCOC(=O)c1c(CN2CCCCC2)n(C)c2cc(Br)c(O)c(CN(C)C)c12 | 0.2% | -4% | 0.8% | 6.2 | 68 | 12% | -14% | -4% | 10% | -0.5%
O=C(O)CC(CNS(=O)(=O)c1cccc2nsnc12)c1ccccc1 (stereo unspecified) | / | -2% | -0.8% | 0.7 | 37 | -5% | 0% | / | / | 0.6%
COc1ccc(NC(=S)NC2CCS(=O)(=O)C2)cc1 (stereo unspecified) | 0.5% | 5% | 0.2% | -1.9 | 58 | 8% | 0% | 0% | 4% | 0.0%
Cc1ccc(-c2c3c([nH]c(=S)c2C#N)CCCC3)o1 | -0.5% | -3% | 3.5% | 5.2 | 85 | 35µM* | 26% | -45% | 17% | -0.3% | NS5 inhibitors pilot replicate=-23
O=C(N/N=C/c1cc(O)ccc1[N+](=O)[O-])c1ccc2c(c1)OCCO2 | 0.8%[50 µM] | 11% | 1.1% | -1.0 | 56 | 12% | -9% | -30% | 14% | 0.0%
COc1ccc(NC(=O)C2CC2)cc1OC1CCCC1 | 0.0% | -10% | 0.5% | -1.6 | 93 | 7% | 8% | -6% | 5% | 0.8%
O=C(c1cccs1)N1CCN(C/C=C/c2ccccc2)CC1 | 0.1% | -1% | 1.4% | -0.3 | 49 | 10% | 2% | 0% | 13% | -0.6%
O=C(CCc1nc2ccccc2c(=O)[nH]1)OCc1cccc(C(F)(F)F)c1 | 4.0% | 2% | 0.3% | 4.1 | 37 | 1% | 13% | -9% | 12% | 0.7%
Cn1c(=O)oc2cc(NC(=O)CCl)ccc21 | 0.0% | 10% | 14% | 0.4 | 59 | -1% | 4% | -10% | -4% | 0.7%
Cc1cccc(N2CCN(C(c3ccncc3)c3nnnn3C(C)(C)C)CC2)c1C (stereo unspecified) | 0.0% | 12% | -1.1% | 1.4 | 79 | 3% | -8% | -7% | 10% | -1.2%
O=C(CSc1ncccn1)N/N=C/c1ccccc1[N+](=O)[O-] | -0.4% | 2% | -1.9% | 0.1 | 37 | 0% | 11% | -2% | 9% | 0.3%
O=C(CC1C(=O)NCCN1Cc1ccc(F)cc1Cl)NCc1ccon1 (stereo unspecified) | 0.2% | 3% | -0.1% | -0.3 | 56 | 10% | 4% | -1% | 7% | 0.2%
CC(C)N(Cc1ccccc1)C(=S)NCc1ccccc1 | -0.2% | 6% | 0.1% | 2.2 | 31 | 9% | -6% | -1% | 4% | -0.4%
CCOC(=O)N1CCN(C(=O)c2cc3c(=O)[nH]c4ccccc4c3s2)CC1 | 0.1% | 9% | 0.9% | 2.8 | 53 | -4% | 17% | -2% | 10% | /
CN1CCN(/C=N/c2c(C#N)cnn2C)CC1 | -0.1% | 2% | 2.6% | -0.2 | 73 | 18% | 0% | 4% | 7% | 0.3%
Nc1nnc(-c2ccccc2Cl)s1 | 0.1% | 0% | 9.4% | -0.2 | 67 | -1% | -25% | / | 6% | 1.1%
CCN(Cc1ccccc1)c1c(C(=O)O)cnc2c1cnn2C | / | 9% | -1.6% | -0.5 | 92 | 4% | 7% | / | / | 0.2%
COc1ccc(/C=C2\SC(=O)N(CCC(=O)Nc3ccccc3)C2=O)cc1OC | 3.2% | 0% | 2.1% | 2.8 | 33 | 8% | 4% | -4% | 5% | 0.1%
COc1ccc(OCCC(=O)OCC(=O)NC(=O)NC(C)(C)C)cc1 | 4.8% | -3% | 2.5% | -3.6 | 76 | 17% | -2% | 7% | 13% | 0.3%

Quoted from the entries so far (2 entries):
SMILES | K1F lysis inhibition | Siah-1 displacement | RSV CPE inhibition | NTR1 agonist | NTR1 agonist cell count 20 µM | Large T inhibition | AID2073 | NS5 inhibitors | MgcRacGAP inhibition | West Nile virus CPE | others
CC(=O)Nc1nnc(SCC(=O)N2CCN(Cc3ccccc3)CC2)s1 | 0.1% | 1% | 1.8% | -0.5 | 84 | 10% | -5% | -6% | 7% | 0.1%
O=C(O)c1ccc2c3c(cccc13)C(=O)N(c1cccc3ccccc13)C2=O | 1.1% | -5% | 1.9% | 0.3 | 25 | 24% | -2% | -3% | 4% | 0.1%
